Casp1 inh – caspase-1 (human) inhibition, allosteric or competitive; P29466; Potency, µM (titrated, usually from 57.5 µM), for the others: at the highest dose activity change, negative = inhibition, hits mostly inhibitors; Caspase-1 enzyme, Ac-WEHD-AFC fluorogenic rate; 0.03% of 75,000 active;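 also: potency is read from the fitted curve at half-maximal effect; plate controls were vehicle for no effect and no substrate for full effect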
ERK AVP inh – inhibitors of vasopressin-stimulated ERK signaling pathway; HEK293-V1b, vasopressin-stimulated pERK AlphaScreen; AID 995; 0.99% of 72,000 active; Potency, µM (titrated, usually from 57.5 µM), for inactives: at the top dose activity, negative = inhibition, usual class: inhibitors; also: potency is read from the fitted curve at half-maximal effect; % is scaled to controls: 0 for no effect and ±100 for the full control effect; nearly all actives have a fitted effect of over 55% in size
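HEK293 cells stably expressing V1b receptor, preincubated 30 min at 37 °C with compound, then stimulated 5 min with 25 nM vasopressin. Phospho-ERK by AlphaScreen SureFire after 5 h RT; normalized to DMSO and vasopressin; AC50 by Hill fit.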
Texas Red fluor – compounds fluorescent in Texas Red spectral region. 0.06% of 59,000 active. max dye-equivalent concentration, M. Compound fluorescence, Texas Red channel, 547/618 nm; active compounds read high; in the data active = max dye-equivalent concentration above about 10 nM; inconclusive = between about 1.1 nM and that limit
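Texas Red-region profiling: compounds in 100 mM Tris pH 8.0 were read at 547/618 nm after 15 min at room temperature. Intensities were normalized against a six-point Texas Red standard series to give dye-equivalent concentration.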
HADH2 inh – inhibitors of human HADH2 dehydrogenase; 3.4% of 73,000 active; Potency, µM (highest dose often 57.1 µM), without a hit: at the top dose activity change, negative = inhibition, most hits filed as inhibitors; recombinant HADH2, NADH fluorescence, beta-hydroxybutyryl-CoA; Q99714; also: potency is read from the fitted curve at half-maximal effect; % is scaled to controls: 0 for no effect and ±100 for the full control effect; nearly all actives have a fitted effect of over 60% in size; many of its hits are not listed in these tables
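20 nM HADH2 + cpd, 15 min RT; add 1 mM NAD+/90 uM beta-hydroxybutyryl-CoA; kinetic fluorescence 360/450 nm, 4 min. Tris-HCl pH 9.0, 0.01% Tween-20.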
USP2a inhib – inhibitors of human ubiquitin-specific protease USP2a; AID 927; O75604; Potency, µM (top dose mostly 38.3 µM), inactives show at the top dose activity change, negative = inhibition, most hits filed as inhibitors; 0.1% of 60,000 active; USP2a enzymatic assay, qHTS inhibition;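 also: potency is read from the fitted curve at half-maximal effect; nearly all actives have a fitted effect of over 60% in size; plate controls were DMSO for no effect and NEM full inhibition control for full effect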
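USP2 core (20 nM final) was preincubated with compound for 30 min at RT in 20 mM Tris-HCl pH 8.0, 2 mM CaCl2, 2 mM beta-mercaptoethanol; Ub-PLA2 (20 nM) plus NBD C6-HPC (20 uM) then added, fluorescence read after 2.5 h.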
HEK293 cAMP ctrl – raises cAMP in parental HEK293 cells, TSHR agonist counter-screen; parental HEK293 CNG cAMP sensor, membrane potential fluorescence; Potency, µM (doses to about 57.1 µM), for inactives: at the top dose activation, hits mostly activators; 2.5% of 73,000 active; also: potency is read from the fitted curve at half-maximal effect; % of control where 0% means no effect; nearly all actives have a fitted effect of over 55% in size
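Counterscreen for endogenous-receptor signalling: CNG-channel HEK 293 cells report cAMP rise by membrane depolarization. After 60 min dye equilibration with 100 uM RO 20-1724, compounds incubated 30 min before bottom-read fluorescence at 590 nm.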
Luciferase inh – firefly luciferase inhibition; P08659; purified firefly luciferase, luminescence, 8 min; Potency, µM (series often up to 57.1 µM), without a hit: at the highest dose activity change, negative = inhibition, most hits filed as inhibitors; 2.2% of 72,000 active; AID 411; also: potency is read from the fitted curve at half-maximal effect; % is scaled to controls: 0 for no effect and ±100 for the full control effect; nearly all actives have a fitted effect of over 40% in size
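Firefly luciferase (PKLight detection mix) with 10 uM ATP in pH 7.2 imidazole buffer (KCl, MgCl2, Tween 20, BSA). Compounds tested across a concentration series (qHTS). Luminescence read after 8 min at ambient temperature.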
Tau fil binding – tau filament binding; 2% of 71,000 active; P10636; AID 596; Potency, µM (highest dose often 57.1 µM), for the others: at the top dose activity change, negative = inhibition; recombinant tau filaments, thioflavin S fluorescence, 15 h; filaments grown with octadecylsulfate alongside compound;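 also: potency is read from the fitted curve at half-maximal effect; % is scaled to controls: 0 for no effect and ±100 for the full control effect; actives lower thioflavin S fluorescence by blocking filaments or displacing dye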
Target sequence (P10636 whole entry, looked up): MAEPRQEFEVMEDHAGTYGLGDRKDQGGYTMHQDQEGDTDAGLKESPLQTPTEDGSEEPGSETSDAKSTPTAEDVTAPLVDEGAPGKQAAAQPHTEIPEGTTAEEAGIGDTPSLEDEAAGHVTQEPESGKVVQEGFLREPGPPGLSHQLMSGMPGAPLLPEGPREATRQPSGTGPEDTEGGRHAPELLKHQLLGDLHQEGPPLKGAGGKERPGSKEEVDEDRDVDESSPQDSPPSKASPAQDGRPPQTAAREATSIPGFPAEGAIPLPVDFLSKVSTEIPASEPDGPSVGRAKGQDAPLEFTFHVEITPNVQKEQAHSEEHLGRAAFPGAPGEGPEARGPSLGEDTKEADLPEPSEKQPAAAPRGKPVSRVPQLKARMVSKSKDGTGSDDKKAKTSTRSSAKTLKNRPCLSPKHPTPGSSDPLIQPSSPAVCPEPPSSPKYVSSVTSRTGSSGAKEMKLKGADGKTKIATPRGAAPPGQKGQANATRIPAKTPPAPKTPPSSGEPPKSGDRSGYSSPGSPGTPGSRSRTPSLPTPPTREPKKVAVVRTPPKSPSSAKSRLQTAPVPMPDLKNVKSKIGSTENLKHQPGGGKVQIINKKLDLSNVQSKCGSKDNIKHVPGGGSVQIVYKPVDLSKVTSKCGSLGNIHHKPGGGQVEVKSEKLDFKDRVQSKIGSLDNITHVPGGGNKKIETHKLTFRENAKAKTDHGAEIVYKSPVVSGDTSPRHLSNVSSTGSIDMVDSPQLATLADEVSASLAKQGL
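His-tagged recombinant human tau (exons 2, 3 and 10 included), 1 uM, was induced to fibrillize by 30 uM sodium octadecylsulfate with compound present. After 15 h at 37 C, thioflavine S fluorescence (ex 450, em 510 nm) was read.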
Fluorescein fluor – compound fluoresces in the fluorescein spectral region. Compound autofluorescence, 480/540 nm, fluorescein-equivalent; active compounds read high. 0.91% of 59,000 active. max fluorescein-equivalent concentration, M; in the data active = max fluorescein-equivalent concentration above about 10 nM; inconclusive = between about 1.1 nM and that limit
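Normalized response (dye-equivalent concentration) derives from comparing each well's 540 nm emission, under 480 nm excitation, with plate-resident fluorescein standards. Compounds were held in 100 mM Tris, pH 8.0, for 15 min at room temperature.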
Caspase-7 inhib – blocks human caspase-7 allosterically or competitively; P55210; recombinant caspase-7, Ac-DEVD-AFC fluorescence rate; Potency, µM (highest dose often 57.5 µM), without a hit: at the highest dose activity change, negative = inhibition, most hits filed as inhibitors; 0.02% of 75,000 active; AID 889; active = well fitted inhibition curve with a large enough effect in the main read-out, with a control signal flat, not every such curve was filed as active; inconclusive = small, poorly fitted or top-dose-only effect, or a change in a side signal; also: potency is read from the fitted curve at half-maximal effect; % of control where 0% means no effect
Target sequence (P55210 24-198 limits assumed): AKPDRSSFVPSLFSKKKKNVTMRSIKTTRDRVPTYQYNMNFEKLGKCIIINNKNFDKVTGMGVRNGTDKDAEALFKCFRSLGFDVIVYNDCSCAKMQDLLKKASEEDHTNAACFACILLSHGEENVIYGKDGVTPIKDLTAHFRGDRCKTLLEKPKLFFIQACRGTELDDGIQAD
Target sequence (P55210 207-303 limits assumed): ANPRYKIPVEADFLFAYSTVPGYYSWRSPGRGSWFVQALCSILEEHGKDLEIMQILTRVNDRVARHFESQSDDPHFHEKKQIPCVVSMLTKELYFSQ
Rhodamine fluor – rhodamine region autofluorescence; Rhodamine-region fluorescence, 547/598 nm, Tris buffer; active compounds read high; max dye-equivalent concentration, M; 0.05% of 59,000 active; in the data active = max dye-equivalent concentration above about 11 nM; inconclusive = between about 1.1 nM and that limit
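Intensities are converted to rhodamine-equivalent concentration using a six-point rhodamine standard on each plate. Compounds sit 15 min at room temperature in 100 mM Tris buffer, pH 8.0; read uses the 547/598 nm excitation/emission pair.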
Active calls of the source: *; i = inactive; ? = inconclusive; nt = no result given; [ ] = dose if it differs, or a comment. Unless noted, calls follow the shape of the dose curve; as a rule, active = well fitted curve in the direction sought with a large enough effect; inconclusive = small, poorly fitted or top-dose-only effect, or another doubt; inactive = no such curve, though single readings can be large; an effect the other way counts as inactive or inconclusive.

Screens in order: Casp1 inh, ERK AVP inh, Texas Red fluor, HADH2 inh, USP2a inhib, HEK293 cAMP ctrl, Luciferase inh, Tau fil binding, Fluorescein fluor, Caspase-7 inhib, Rhodamine fluor
COc1ccc(CCNC(=O)CC2Oc3ccc(Cl)cc3NC2=O)cc1OC (configuration not stated)
→ -5%, -11%, nt, -7%, nt, ?, -2%, 113%, nt, 1%, nt
CCN(C(=O)c1cn(C)c(=O)c2cc(OC)c(OC)cc12)c1cc(OC)ccc1OC
→ 1%, 18%, ?, 7%, -1%, -2%, 1%, 2%, i, 0%, i
CC(=O)C1=C(C)NC(C)=C(C(C)=O)C1c1cccs1
→ -6%, 8%, nt, -7%, -2%, 5%, -8%, 2%, nt, -13%, nt
Cc1ccc(-c2ccc(C(=O)O)[nH]2)cc1
→ 0%, 17%, i, -6%, 30%[activator], 19%, -2%, -1%, i, -2%, i
O=C(NCCc1csc(-c2cccnc2)n1)c1ccc(Br)o1
→ 2%, nt, nt, -20%, nt, 4%, -4%, -6%, nt, 2%, nt
CN1CCN(S(=O)(=O)c2ccc(NC(=O)Nc3cccc(Cl)c3)cc2)CC1
→ -1%, -13%, i, 11%, 37%[activator], -16%, -1%, 34%, i, -1%, i
COC(=O)[C@@H](NC(=O)NCc1ccco1)C(C)C
→ -3%, -12%, ?, 1%, -4%, 7%, 1%, -2%, i, 0%, i
COCCN(CCOC)c1ncnc2c1cnn2-c1ccc(Cl)cc1
→ 3%, -13%, ?, 6%, -4%, -15%, -18%, 2%, i, -1%, i
CC(NC(=O)CSc1ncccn1)c1ccccc1 (configuration not stated)
→ -1%, -12%, i, -14%, 3%, -1%, 4%, -12%, i, 0%, i
Cc1cnc(CNc2cc(-c3c(C)noc3C)ncn2)cn1
→ -4%, 2%, i, -5%, 0%, ?, -1%[2.29 µM], -1%, ?, -6%, i
O=S(=O)(NCC1CCCO1)c1ccc2ccccc2c1 (configuration not stated)
→ -3%, -3%, nt, 4%, 11%, 28%, 1%, 11%, nt, -2%, nt
Cc1ccc(C(=O)N2c3ccc(F)cc3CCC2C)o1 (configuration not stated)
→ 1%, -12%, i, -1%, 6%, 17%, -2%, 2%, i, -1%, i
CCC(C(=O)NCc1ccc(F)cc1)N(Cc1ccco1)C(=O)c1snc(C(N)=O)c1N (configuration not stated)
→ -3%, 0%, i, 11%, 10%, ?, -1%, -8%, ?, -1%, i
CN1C(=O)CC(N2CCN(CC(=O)N3CCCC3)CC2)C1=O (configuration not stated)
→ -2%, -24%, nt, -4%, -7%, 5%, 1%, 11%, nt, 0%, nt
O=C(Nc1nnc(-c2ccccc2Cl)o1)c1ccc(S(=O)(=O)N2CCCCCC2)cc1
→ -1%, 16%, i, -12%, 39%[activator], ?, 0%, 7%, i, 3%, i
CCOC(=O)C1CCN(Cc2ccc(O)c3ncccc23)CC1
→ 0%, -1%, i, -12%, 10%, 10%, 2%, -16%, i, -1%, i
COC(=O)C(C)Sc1nc2c(cnn2-c2ccc(C)cc2)c(=O)[nH]1 (configuration not stated)
→ 2%, 11%, i, -6%, -9%, 19%, 0%, 15%, ?, 0%, i
COc1ccc(CCNC(=O)c2cc(-c3ccc4c(c3)OCO4)on2)cc1OC
→ 0%, 11%, i, 18%, 6%, -2%, 2%, 6%, i, 1%, i
Cc1ccccc1CN1CCNC1=O
→ 3%, -3%, ?, -3%, 6%, -2%, 2%, -7%, i, -4%, i
O=C(O)c1ccccc1C(=O)Nc1ccccn1
→ 3%, -1%, i, 7%, 0%, 3%, 3%, -16%, ?, -1%, i
Cc1cc(C(=O)N(C2CCCCC2)C2CCCCC2)no1
→ 3%, 16%, i, 5%, -5%, 14%, 0%, 0%, i, -1%, i
CCc1nc(N(CC)CC)c2oc3ccccc3c2n1
→ 1%, 18%, i, 1%, -17%, 16µM*, -2%, -7%, i, -2%, i
O=C(CSc1ccc2nnc(-c3ccc(F)cc3)n2n1)NCC1CCCO1 (configuration not stated)
→ 0%, 1%, i, ?, -7%, -2%, 0%, -12%, i, -2%, i
CC(C)OC(=O)c1cccc(C(=O)O)n1
→ -1%, 6%, i, -4%, -5%, 6%, 5%, -1%, i, 1%, i
CCCc1nnc(NC(=O)CCN2C(=O)c3ccccc3C2=O)s1
→ 0%, 2%, i, 3%, -2%, 6%, 4%, 4%, ?, 0%, i
Cc1cc(NC(=O)c2ccc3c(c2)OCO3)no1
→ 1%, -3%, i, 13%, -1%, -9%, 7.9µM*, -7%, i, 0%, i
CC12CC(NC(=O)N1c1cccc(C(=O)N3CCN(c4ccccc4F)CC3)c1)c1ccccc1O2 (configuration not stated)
→ -1%, -7%, ?, 7%, 43%[activator], -5%, -2%, 4%, i, -10%, i
CC(NS(=O)(=O)c1ccccc1)C(N)=O (configuration not stated)
→ -1%, -8%, i, ?, -1%, -1%, 0%, 3%, i, -3%, i
COc1cccc(-c2nc(NCCc3c[nH]c4ccc(OC)cc34)c3ccccc3n2)c1
→ -5%, ?, ?, -6%, ?, -7%, -2%[2.29 µM], ?, i, -5%, i
C=CCN(C(=O)CN1CCOCC1)c1nc(C)c(-c2ccccc2)s1
→ 1%, -17%, ?, 1%, 14%, 18%, -7%, 2%, ?, 1%, i
O=C(CN1C(=O)c2ccccc2S1(=O)=O)NCc1ccccn1
→ 2%, -2%, i, 9%, -1%, -6%, 3%, 2%, i, 2%, i
NC(=O)C1(c2ccccc2)CCOCC1
→ 1%, -5%, i, 4%, 0%, 3%, -1%, -2%, i, -3%, i
C(=N\n1cnnc1)/c1cccc(OCCOc2ccccc2)c1
→ -9%, ?, nt, 6%[11.4 µM], 8%[7.66 µM], 0%[11.4 µM], -9%, 6%[11.4 µM], nt, -1%, nt
Cc1cc(OCC(=O)Nn2cnnc2)c(C)cc1Br
→ -1%, 0%, i, -5%, -5%, 13%, 4%, 5%, i, 0%, i
Cc1cc(C)cc(NC(=O)CSc2nnc(-c3ccccc3)n2N)c1
→ -1%, 5%, i, 15%, 5%, 3%, 4%, 12%, i, 1%, i
COc1ccc(S(=O)(=O)N2CCN(c3ccccn3)CC2)cc1OC
→ 2%, -15%, i, -1%, 4%, 8%, 1%, 0%, i, -1%, i
COc1ccc(-n2c(SCC(=O)Nc3nccs3)nc3c(c2=O)SC(C)C3)cc1 (configuration not stated)
→ 3%, nt, nt, -29%, nt, 10%, -6%, 27%, nt, -1%, nt
CSc1nnc(-c2cccs2)n1-c1ccccc1
→ 2%, -22%, ?, -16%, -3%, ?, 3%, 9%, i, 0%, i
COCCCNC(=O)c1ccc2c(c1)OCO2
→ 1%, -10%, i, -1%, nt, 1%, -4%, -10%, i, 3%, i
CCCCCc1c(O)nc(SCC(=O)NCC2CCCO2)[nH]c1=O (configuration not stated)
→ -3%, 10%, i, -11%, -2%, 0%, -3%, -7%, i, 0%, i
COc1cc(C)c(S(=O)(=O)n2ccc(C)n2)cc1C
→ -2%, -14%, i, 1%, 6%, 26%, 2%, -17%, i, 0%, i
COc1ccc(OC)c(NC(=O)C23CCC(C)(C(=O)O2)C3(C)C)c1 (configuration not stated)
→ 1%, -8%, i, 8%, 2%, 2%, 0%, 7%, ?, 0%, i
O=C(NC1CCCCC1)c1ccc(S(=O)(=O)NCc2cccnc2)cc1
→ 3%, 14%, i, 6%, 3%, ?, 0%, 6%, i, 0%, i
COc1ccc(S(=O)(=O)NCc2ccc(C(=O)O)cc2)cc1
→ 0%, -14%, i, 3%, -7%, -1%, 4%, -9%, i, 2%, i
COc1ccc(NC(=O)CNS(=O)(=O)c2ccc3nc(C)sc3c2)c(OC)c1
→ 1%, ?, i, 6%, 22%, -4%, 2%, 2%, i, 1%, i
O=C(CCCN1CCC(O)(c2ccc(Br)cc2)CC1)c1ccc(F)cc1
→ -4%[25.7 µM], 3%[25.7 µM], i, -1%[25.6 µM], 5%[17.1 µM], 4%[25.6 µM], 2%[25.5 µM], 42%[25.6 µM], ?, 2%[25.7 µM], i
COc1ccc(CC(NC(C)=O)C(=O)N2CCN(C(=O)N(C(C)C)C(C)C)CC2)cc1 (configuration not stated)
→ 0%, -3%, ?, -4%, 5%, 3%, 2%, i, i, -1%, i
CCOc1ccc(C)cc1S(=O)(=O)n1ccc(C)n1
→ 2%, ?, i, -1%, -3%, 11%, -1%, 1%, i, -1%, i

From PubChem BioAssay

Some of the compounds tested, so the mix of outcomes need not match the whole.
